# Bioassay records deposited in PubChem by several laboratories.
# hgDAF-12 ag: H. glycines DAF-12 receptor agonists, primary screen, cell-based, luminescence, HEK293, GAL4 fusion, UAS-luciferase; Nuclear hormone receptor DAF-12 (Heterodera glycines), GAL4 fusion; hit rate 1.8% among 370,000; activation, % at 6.8 µM; HEK293 GAL4-hgDAF12 UAS-luciferase reporter, agonist luminescence; normalized to butyrate control;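 active = activation above a cutoff set at the mean of all screened compounds plus 3 SD, cut at about 10% in these data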;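 also: 0% = DMSO wells and 100% = sodium butyrate wells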
# DAX1 inh-1: DAX1 (NR0B1) inhibitors on StAR promoter, primary screen, cell-based, luminescence, SF-1 (NR5A1), full-length DAX-1 | HEK293T StAR-luciferase reporter, SF-1/DAX-1 repression relief | AID 652010, 2013 | hit rate 1.1% among 370,000 | inhibition, % at 6.8 µM;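 active = inhibition above the mean over all tested compounds plus 3 SD, cut at about 3.6% in these data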;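 also: 0% = DAX-1 cells with DMSO and 100% = cells lacking DAX-1 with DMSO; higher inhibition means more luminescence from relief of DAX-1 repression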
# SMARCA2 act: SMARCA2 (BRM) function activators, primary screen, cell-based, luminescence, high throughput. hit rate 1% among 370,000. AID 652017, 2013. activation, % at 9.1 µM. MG213 cells, MMTV-luciferase reporter, dexamethasone, overnight; in the data active = activation above about 7.8%;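 also: 0% = vehicle wells and 100% = reference activator wells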
# ssDAF-12 act: S. stercoralis DAF-12 nuclear receptor activators, primary screen, cell-based, luminescence, HEK293, GRIP1 co-expression, lit1-tk-luc; hit rate 1% among 370,000; HEK293 ssDAF-12/GRIP1 lit1-tk-luc reporter; % of 3 µM dafachronic acid response; activation, % at 6.8 µM; AID 652126, 2013; Nuclear hormone receptor DAF-12 (Strongyloides stercoralis);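 active = activation above the mean over all tested compounds plus 3 SD, cut at about 0.9% in these data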;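 also: 0% = DMSO-only wells and 100% = 3 µM delta7-dafachronic acid wells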
# GC-B act: human GC-B receptor activators, primary screen, HEK293 GC-B cells, cGMP TR-FRET, EC30 CNP; AID 1920062, 2024; Atrial natriuretic peptide receptor 2 (Homo sapiens), P20594; hit rate 0.11% among 370,000; 0% at EC30 CNP, 100% saturating CNP; activation, % at 10 µM;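 active = activation at 10 µM reaching about 35% in either raw or pattern-adjusted values, limit read from the data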
# hcDAF12 agonist: H. contortus DAF-12 nuclear receptor activators, primary screen, cell-based, luminescence, HEK293, lit1-tk-luc reporter; activation, % at 6.8 µM; HEK293 hcDAF-12 lit1-tk-luc reporter; 0% DMSO, 100% Δ7-dafachronic acid; AID 652067, 2013; hit rate 1.4% among 370,000;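 active = activation above the mean of all tested compounds plus 3 SD, cut at about 5.5% in these data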;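 also: 100% = response to 3 µM Δ7-dafachronic acid high control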
# sPLA2-III inh: human group III sPLA2 inhibitors, primary screen, biochemical, QFRET, BODIPY PC-A2 liposome substrate; QFRET BODIPY PC-A2 liposome hydrolysis, fluorescence; inhibition, % at 12.2 µM; Group 3 secretory phospholipase A2 (Homo sapiens), Q9NZ20; hit rate 0.56% among 370,000;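 active = inhibition above mean plus 3 SD of compounds lying within the high and low control bounds, cut at about 19% in these data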;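 also: 0% = median of test compound wells and 100% = no enzyme DMSO wells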
# GAA850 FXN act: FXN promoter activators, primary screen, cell-based, luciferase luminescence, HEK293 lucGAA850; activation, % at 6 µM; AID 540364, 2011; HEK293 lucGAA850 FXN promoter luciferase reporter, 24 h; percent of 10 µM SAHA response; hit rate 0.56% among 360,000;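 active = activation above the average of all compounds screened plus 3 SD, cutoff fixed separately per campaign, cut at about 7.5% in these data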;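 also: 0% = DMSO wells and 100% = 10 µM SAHA wells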
# ADAM10 inh: human ADAM10 inhibitors, primary screen, biochemical, QFRET, HTS; hit rate 0.62% among 370,000; inhibition, % at 7 µM; AID 720582, 2013; recombinant ADAM10, EDANS/DABCYL FRET peptide cleavage, 3 h;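 active = inhibition above a per-campaign cutoff equal to the mean of compounds falling between control-based bounds plus 3 SD, cut at about 20% in these data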;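 also: 0% = DMSO wells while the 100% control is not disclosed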
# DAX1 inh-2: DAX1 (NR0B1) inhibitors, primary screen, cell-based, HEK293, Gal4-DAX1, luciferase luminescence; hit rate 0.99% among 340,000; inhibition, % at 6.75 µM; Nuclear receptor subfamily 0 group B member 1 (Homo sapiens), P51843; HEK293 Gal4-DAX1 luciferase reporter; AID 504766, 2011;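 active = inhibition above the mean over all tested compounds plus 3 SD, cut at about 4.2% in these data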;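 also: 0% = DAX1-transfected cells with DMSO and 100% = empty-vector control cells with DMSO; inhibition shows as a rise in luminescence from relieved DAX1 repression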
# NPR1 activator: GC-A stimulated cGMP production enhancers – HEK293 GC-A cells, cGMP TR-FRET, EC30 ANP, primary screen; Atrial natriuretic peptide receptor 1 (Homo sapiens), P16066; 0% at EC30 ANP, 100% saturating ANP; activation, % at 10 µM; hit rate 0.14% among 370,000; in the data active = activation above about 40%
# Target sequence (P16066 whole entry, looked up): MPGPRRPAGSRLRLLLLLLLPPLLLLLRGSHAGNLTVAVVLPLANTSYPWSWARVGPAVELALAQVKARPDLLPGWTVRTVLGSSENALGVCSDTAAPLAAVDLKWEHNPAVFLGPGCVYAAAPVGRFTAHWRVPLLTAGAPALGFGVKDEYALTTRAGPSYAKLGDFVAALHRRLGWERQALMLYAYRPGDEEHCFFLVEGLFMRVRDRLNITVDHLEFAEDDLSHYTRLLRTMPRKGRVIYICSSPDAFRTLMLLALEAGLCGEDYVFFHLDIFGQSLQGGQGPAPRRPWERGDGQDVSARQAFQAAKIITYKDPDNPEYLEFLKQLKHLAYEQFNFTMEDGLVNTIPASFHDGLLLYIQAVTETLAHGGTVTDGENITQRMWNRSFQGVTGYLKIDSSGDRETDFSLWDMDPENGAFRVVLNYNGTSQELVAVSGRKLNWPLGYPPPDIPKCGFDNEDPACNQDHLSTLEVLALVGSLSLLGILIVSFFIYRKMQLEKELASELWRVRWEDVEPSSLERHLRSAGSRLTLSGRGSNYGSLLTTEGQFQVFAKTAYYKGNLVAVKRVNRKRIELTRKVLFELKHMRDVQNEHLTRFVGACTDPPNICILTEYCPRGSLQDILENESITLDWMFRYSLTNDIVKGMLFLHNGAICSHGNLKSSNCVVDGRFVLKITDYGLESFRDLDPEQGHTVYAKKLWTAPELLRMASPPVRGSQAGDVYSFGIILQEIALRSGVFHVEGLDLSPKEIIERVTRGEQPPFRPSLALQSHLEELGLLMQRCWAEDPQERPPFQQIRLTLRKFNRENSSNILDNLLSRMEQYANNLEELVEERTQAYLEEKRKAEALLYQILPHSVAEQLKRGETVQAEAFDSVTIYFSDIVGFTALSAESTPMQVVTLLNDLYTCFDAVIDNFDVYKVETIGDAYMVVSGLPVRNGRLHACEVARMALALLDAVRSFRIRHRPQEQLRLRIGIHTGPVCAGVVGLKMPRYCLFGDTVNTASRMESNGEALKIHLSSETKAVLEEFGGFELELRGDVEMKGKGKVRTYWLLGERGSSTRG
# Starred values were filed as active, the others as inactive; i = inactive; x = not tested or not shown.
SMILES,hgDAF-12 ag,DAX1 inh-1,SMARCA2 act,ssDAF-12 act,GC-B act,hcDAF12 agonist,sPLA2-III inh,GAA850 FXN act,ADAM10 inh,DAX1 inh-2,NPR1 activator
CCOc1cccc(-c2c(C(=O)N/N=C/c3ccc(C)s3)nnn2-c2nonc2N)c1,-2.0,1.3,0.9,-1.1,-1.6,-1.1,-28.1,-2.4,12.8,0.4,-5.1
N#Cc1cccc(C=C(C(=O)c2ccccc2)c2ccccc2)c1,-7.6,-4.9,-1.1,-2.1,-8.7,-3.1,-2.0,x,1.3,x,-5.8
COCCNC(=O)CSc1ccc(-c2nc3ccccc3[nH]2)cn1,0.4,0.2,-1.6,-0.1,-5.7,-0.7,-2.3,0.7,-164.8,1.1,-1.2
O=C(CN1CCCC1c1cccs1)Nc1cccc(S(=O)(=O)N2CCCC2)c1 (centres undefined),-4.9,-2.2,-1.0,-1.4,3.1,-2.7,-4.5,-1.1,-3.9,-0.4,-0.2
CC(=O)NC(CCS(C)(=O)=O)C(=O)Nc1ccccc1Cl (centres undefined),0.7,-0.5,2.1,-1.3,3.4,0.5,6.5,-0.6,0.4,-0.8,-0.6
Nn1c(SCC(=O)Nc2ccccc2F)nc2ccccc2c1=O,0.7,0.0,-2.8,-2.1,-1.9,-1.6,0.9,1.8,2.8,-0.9,-2.9
COc1ccc2c(c1)c(CC(=O)OC(C)C(=O)N(C)C)c(C)n2C(=O)c1ccc(Cl)cc1 (centres undefined),-3.3,-1.1,-4.8,-1.8,8.5,-4.6,1.4,0.0,-1.6,-2.1,6.0
CCCN1C(=O)CC(c2ccco2)Sc2ccccc21 (centres undefined),2.1,0.3,-2.8,-0.2,2.6,-0.2,-3.3,0.9,-6.4,1.4,0.0
COc1cc(OC)c2c(OC)cccc2n1,-0.1,0.2,0.6,-1.3,1.5,-2.1,1.2,0.8,-30.8,-0.3,1.8
O=C(Nc1ncc(Cl)cn1)c1cccs1,3.9,-0.3,4.2,-0.5,8.2,1.1,-2.8,4.0,5.2,0.6,0.9
COc1ccc(NC(=O)CN(C)C(=O)C2CC(=O)N(CCc3ccc(OC)c(OC)c3)C2)cc1 (centres undefined),-1.5,-0.7,-1.7,-0.8,10.4,-1.1,0.9,1.0,-7.6,0.6,2.1
Cc1ccccc1C(=O)N[C@H](C(=O)OCC(=O)c1ccc[nH]1)C(C)C,-1.1,0.4,-0.1,-0.8,7.0,-1.0,4.4,-1.5,1.6,1.3,-0.8
O=C(O)C1CC=CCC1C(=O)NCCc1csc(-c2ccccc2)n1 (centres undefined),10.4,0.2,2.7,-0.7,1.5,0.7,9.2,0.1,-13.2,1.1,-2.0
COC(=O)C1=CN(Cc2ccc(OC)c(OC)c2)C=C(C(=O)OC)C1c1cccc(O)c1,-0.2,-0.8,1.1,-1.2,7.5,-1.9,-8.4,-0.2,i,2.8,4.0
CCOC(=O)C1CCN(c2ncnc3c2cnn3-c2ccc(Cl)cc2)CC1,-4.9,0.1,-4.6,-1.5,-6.2,-0.3,4.6,-4.8,-8.1,-0.1,10.3
CCn1ncc(Br)c1C(=O)Nc1c(C)nn(Cc2c(F)c(F)c(F)c(F)c2F)c1C,4.5,-1.2,0.2,-1.0,3.7,-1.6,0.1,-1.9,1.7,0.5,-0.7
Cc1ccc(NC(=O)CSc2nnc(N)s2)cc1S(=O)(=O)N1CCCCC1,-3.9,-2.1,-3.5,-0.6,2.4,0.1,-5.2,0.2,4.3,-0.3,-3.5
O=C(Nc1cccc(O)c1)c1ccc(Br)cc1,8.0,1.7,4.5,-1.0,-4.6,3.5,-5.9,4.8,1.6,2.0,7.6
CC(C)CC(O)C1CCN(C(=O)CCc2nnc(-c3ccc4c(c3)OCO4)o2)CC1 (centres undefined),0.7,-0.1,-2.1,-0.1,2.5,0.0,-0.9,-0.5,1.1,-0.1,-1.3
COc1cc(OC)cc(-c2nnc(SCC(=O)N3CCCCC3)o2)c1,-0.9,0.9,-1.6,0.5,3.9,-1.5,12.6,3.0,-18.1,2.1,2.0
N#Cc1c(C(F)(F)F)cc(-c2cccs2)nc1SCc1ccc(Cl)nc1,1.1,-0.5,-2.9,-0.7,9.5,0.7,6.4,2.9,-35.7,0.3,6.1
O=C1OC(c2ccc(F)cc2)CC1CN1CCOCC1 (centres undefined),-6.1,-1.6,-3.1,-0.8,8.7,-1.4,2.5,x,-10.8,x,-0.6
CCC(=O)N1CCCN(S(=O)(=O)c2ccc(C)cc2)C1c1ccc(OC)cc1 (centres undefined),-2.7,-0.3,-4.0,-1.4,4.2,-3.4,6.0,1.7,0.9,-0.2,3.9
CC(C(=O)OCC(=O)NC1CCCCC1)N1C(=O)c2ccccc2C1=O (centres undefined),-0.4,0.5,-1.7,-1.4,-3.4,-1.0,-2.4,-0.5,5.9,-0.2,-3.0
Cc1ccc2[nH]c3c(=O)n(CC(=O)Nc4ccccc4N4CCN(C)CC4)ncc3c2c1,1.0,-0.4,-2.2,-1.0,-7.2,-2.6,-6.1,1.3,-39.2,-0.2,-17.2
COc1cccc(NC(=O)Cn2c(=O)n(CCC(=O)NC3CCN(Cc4ccccc4)CC3)c(=O)c3ccccc32)c1,-1.7,0.1,4.5,-1.7,-5.8,-1.3,-6.2,0.8,4.5,-1.1,-5.7
C#Cc1ccc([C@@H]2C=C(C(=O)OCC=C)O[C@H](OCc3ccc(CO)cc3)C2)cc1,-1.9,-0.2,1.6,-1.0,1.9,-0.1,3.8,0.9,1.8,0.0,-2.0
CC1CC(C)(C)NC(=S)N1CCCC(=O)Nc1ccccc1F (centres undefined),0.7,1.1,0.5,-1.5,-4.3,-1.0,9.4,-0.3,7.6,-0.4,3.6
Cc1cc(=O)n2nc(N3CCC(C(=O)NCc4ccccc4Cl)CC3)sc2n1,-4.0,-0.3,-3.1,-0.9,-0.4,0.6,1.3,1.4,-5.9,-0.8,-2.9
CC(C)NS(=O)(=O)c1ccc(CCC(=O)NCc2cccnc2)cc1,2.3,-0.6,-2.1,-1.1,1.5,-0.4,5.7,0.2,6.6,-0.6,5.2
COc1ccc2[nH]c(=O)c(COC(=O)c3cccs3)cc2c1,2.0,-0.5,-1.7,-0.9,-2.3,3.9,10.0,3.8,-94.3,-0.3,-1.1
Cc1onc(-c2ccccc2)c1C(=O)NNC(=S)NC(=O)c1ccc(Br)cc1,-0.1,0.1,-0.7,-1.1,2.7,-1.0,0.9,-0.6,-0.5,-0.1,-0.3
CCCC(=O)Nc1c(-c2cccc(C)c2)c(=O)c2ccccc2n1C,0.8,-0.5,-1.5,-1.1,4.7,1.6,2.8,-0.6,-19.8,-0.4,1.9
CC(c1ccc(N)cc1)c1cn(C)c2ccccc12 (centres undefined),-1.4,0.0,2.0,-1.4,5.7,-2.3,13.1,x,-1.4,x,2.9
CC1(C)C2CCC1(CS(=O)(=O)N1CCCC1C(=O)O)C(=O)C2 (centres undefined),-1.7,-0.4,-2.5,-1.1,6.3,1.7,11.3,3.4,-7.0,0.2,0.1
COc1ccccc1N=c1sc2ccccc2n1C,-1.2,-0.5,-1.2,-1.8,-6.7,-0.8,-5.5,-0.4,0.7,0.0,-4.5
N#Cc1ccc(-c2cn3c(n2)SCC3)cc1,4.0,0.2,4.4,-0.7,-0.8,0.9,0.7,5.2,i,2.9,-4.7
CC(=O)NCCNC(=O)c1ccc(Sc2ccccc2)c([N+](=O)[O-])c1,0.5,0.1,-0.9,-1.4,2.5,-0.2,-3.1,-0.8,-1.6,-0.6,-0.1
CCOC(=O)c1[nH]c(C)c(C(=O)Nc2ccc(F)cc2)c1C,-2.8,-0.8,-1.1,-0.8,-3.0,-1.5,0.6,-1.7,-11.2,-2.2,1.2
COc1cccc(NC(=O)NC2CCN(Cc3nnnn3Cc3ccc4c(c3)OCO4)CC2)c1,-0.1,-1.0,3.0,-0.9,-5.3,-0.2,-8.7,1.1,9.4,2.5,-4.2
COc1ccc(CC(=O)Nc2nc3ccccc3s2)cc1S(=O)(=O)N1CCOCC1,-0.6,-1.5,-1.7,-1.3,-7.5,-2.9,-23.9,0.1,-1.3,-2.1,27.7
CCOC(=O)[C@]12CCC=C1N(Cc1ccccc1)C(=O)[C@H](CC(=O)N1CCN(C(=O)c3ccco3)CC1)C2,-0.4,-0.2,1.1,-1.2,-1.7,2.4,6.3,x,-9.6,x,-1.0
C=CCn1c(Sc2nc(C)cs2)nc2c1c(=O)[nH]c(=O)n2C,4.6,1.5,0.9,-1.4,-6.4,-0.3,-3.4,1.6,3.5,0.3,-2.9
COc1ccc(N(CC(=O)Nc2ccc(C)cn2)S(=O)(=O)c2c(C)nn(C)c2C)cc1,1.8,0.1,0.9,-1.1,1.5,0.0,-3.2,0.8,1.4,-0.4,6.3
COc1ccc(NS(=O)(=O)c2ccc(C)cc2)c([N+](=O)[O-])c1,-3.2,0.8,-5.3,-1.8,3.0,-1.0,-9.3,-0.7,13.9,-0.6,-0.3
CCC(=O)Nc1ccccc1C(=O)OCC(=O)c1cccc2ccccc12,-2.7,-0.2,-2.9,-1.6,-9.3,0.0,-17.5,4.0,0.7,-0.8,-35.6
C=CCn1c(=N)n(CC(=O)c2ccc(Br)cc2)c2ccccc21,0.1,0.4,-0.7,-1.4,-6.8,0.5,8.4,1.3,7.9,0.2,-11.7

# An excerpt from above in order of the sPLA2-III inh value, ascending.
SMILES	sPLA2-III inh
O=C(Nc1cccc(O)c1)c1ccc(Br)cc1	-5.9
Cc1ccc(NC(=O)CSc2nnc(N)s2)cc1S(=O)(=O)N1CCCCC1	-5.2
CC(C)CC(O)C1CCN(C(=O)CCc2nnc(-c3ccc4c(c3)OCO4)o2)CC1 (centres undefined)	-0.9

# Outcome played no part in choosing rows; any-hit rate near 6.6%.
